SKKanGAS inh: SKKanGAS growth inhibition. S. pyogenes SKKanGAS, kanamycin growth, BacTiter-Glo, 6 h. inhibition, % at 7.5 µM. 300,000 compounds, 1.3% hits;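 active means mean replicate score, as percent of positive control median, at least 50; inconclusive means mean below 50 but one replicate at or above 50; inactive means mean and every replicate below 50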;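 further: strain carries kanamycin resistance gene driven by streptokinase promoter and grows in 40 µg/ml kanamycin; loss of luminescence reflects streptokinase promoter inhibition or plain growth inhibition; 0% = median of DMSO wells and 100% = positive control at its reference dose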
aSyn UTR inh: 5' untranslated region of α-synuclein, MLPCN primary screen. alpha-synuclein 5'UTR reporter, inhibitor activity. inhibition, % (tested at 7.5 µM). 300,000 compounds, 0.82% hits. AID 1813; in the data active means inhibition above about 60%; inconclusive means no clear call, values can overlap the other calls;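 further: H4 neuroglioblastoma cells stably carrying SNCA 5'UTR luciferase fusion; 0% = DMSO wells and 100% = positive control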
TRPC4 PAM: TRPC4 (mouse) allosteric potentiation. Q9QUQ5. HEK293 TRPC4beta/mu-opioid, DAMGO EC20, Fluo-4 Ca2+ flux; active compounds read high. B-score at 10 µM. 310,000 compounds, 0.42% hits;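 active means B-score of calcium response area above 5 SD of library B-scores, with initial fluorescence ratio within 5 SD of library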;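 further: B-score of integrated fluorescence ratio over time as area under calcium response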
TRPC6 activator: activators of mouse TRPC6 channel; HEK293-TRPC6 membrane potential dye fluorescence; active compounds read high; B-score at 10 µM; Q61143; 310,000 compounds, 0.13% hits;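 active means B-score of the integrated fluorescence ratio above library mean plus 3 SD, and starting fluorescence ratio within library mean plus 5 SD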;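 further: higher score means more depolarization so channel activation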
Target sequence (Q61143 whole entry, looked up): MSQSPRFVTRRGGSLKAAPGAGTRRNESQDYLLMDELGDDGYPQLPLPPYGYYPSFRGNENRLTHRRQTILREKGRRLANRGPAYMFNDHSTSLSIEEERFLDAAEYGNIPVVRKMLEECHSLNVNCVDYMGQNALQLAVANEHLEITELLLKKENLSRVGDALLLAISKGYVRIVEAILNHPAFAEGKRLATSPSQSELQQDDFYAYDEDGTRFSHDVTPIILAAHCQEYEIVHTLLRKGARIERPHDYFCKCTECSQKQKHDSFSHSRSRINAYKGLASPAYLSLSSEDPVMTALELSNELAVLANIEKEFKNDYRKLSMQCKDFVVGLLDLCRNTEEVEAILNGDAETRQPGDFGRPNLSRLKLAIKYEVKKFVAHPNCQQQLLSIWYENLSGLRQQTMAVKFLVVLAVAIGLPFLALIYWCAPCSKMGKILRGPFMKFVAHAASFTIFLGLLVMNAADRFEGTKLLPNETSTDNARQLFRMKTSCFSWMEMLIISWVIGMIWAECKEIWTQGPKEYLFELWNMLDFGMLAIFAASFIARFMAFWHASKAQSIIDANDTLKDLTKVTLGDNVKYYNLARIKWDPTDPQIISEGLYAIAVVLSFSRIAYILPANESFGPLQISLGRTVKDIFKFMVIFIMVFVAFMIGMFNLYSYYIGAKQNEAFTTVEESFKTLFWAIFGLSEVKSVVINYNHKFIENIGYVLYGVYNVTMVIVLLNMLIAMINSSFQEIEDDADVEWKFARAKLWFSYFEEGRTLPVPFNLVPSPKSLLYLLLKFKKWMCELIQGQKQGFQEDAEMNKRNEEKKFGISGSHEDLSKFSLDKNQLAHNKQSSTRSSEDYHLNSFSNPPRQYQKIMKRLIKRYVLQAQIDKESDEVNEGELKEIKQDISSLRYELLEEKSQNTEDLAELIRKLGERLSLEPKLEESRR
TRPC4 act: TRPC4 (mouse) channel activation; HEK293 TRPC4beta/mu-opioid, Fluo4 calcium fluorescence; active compounds read high; B-score at 10 µM; 310,000 compounds, 0.49% hits;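 active means B-score above 5 SD of library B-scores, and initial fluorescence ratio not above library mean plus 5 SD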;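 further: positive B-score marks a calcium rise read as TRPC4 activation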
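Incubation: 45 min room-temperature Fluo4 loading, 110 s read / System: HEK293 cells stably co-expressing mouse TRPC4beta and mu-opioid receptor / Signal: Fluo4 fluorescence, kinetic / Control set: buffer (low) and maximal DAMGO (high) / Measure: integrated baseline-normalised fluorescence ratio, converted to per-well B score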
KLF5 inhibitor: inhibitors of KLF5 expression; DLD-1 KLF5 promoter-luciferase reporter, luminescence; 290,000 compounds, 0.23% hits; inhibition, % at 5 µM;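 active means inhibition above a per-plate limit of that plate's mean compound inhibition plus 3 SD, cut at about 60% in these data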;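 further: 0% = DMSO wells and 100% = LY294002 at 200 µM; higher means less KLF5 promoter-driven luciferase light; inactives centre near -14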
TRPC4 inh: blocks the mouse TRPC4 cation channel | B-score at 10 µM | 300,000 compounds, 0.39% hits | Q9QUQ5 | AID 2247 | HEK293 TRPC4beta/mu-opioid, DAMGO-evoked Fluo4 calcium flux; active compounds read low;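 active means B-score over 3 SD under the library average, no early fluorescence shift, positive overall ratio signal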
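Assay system – HEK293 line stably carrying TRPC4beta and mu-opioid receptor · Doses – single dose · Detection – Fluo4 calcium-dye fluorescence, kinetic read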
MrgX1 antag: blocks BAM8-22 activation of human MrgX1 receptor; Q96LB2; MRGX1-HEK293 calcium flux, Fluo-4, BAM8-22 antagonism; active compounds read low; B-score at 10 µM; 310,000 compounds, 1.3% hits; AID 588676;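 active means calcium-response B-score plate-corrected more than 3 library SD below zero, starting fluorescence within 5 deviations, no agonist response on first addition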;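 further: peak minus trough fluorescence over baseline after final BAM8-22 challenge near maximal dose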
IEC-6 tox: IEC-6 cytotoxicity, counter-screen for KLF5 inhibitors | inhibition, % at 5 µM | 290,000 compounds, 0.78% hits | luminescence viability | AID 1825; in the data active means inhibition above about 22%;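 further: 0% = plate median of test compound wells and 100% = cytotoxic reference compound wells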
HIF act: HIF pathway transcriptional activation. AID 1910. 300,000 compounds, 0.32% hits. U2OS HRE-luciferase reporter, luminescence; normalized: DMSO 0%, desferrioxamine 100%. activation, % at 7.5 µM (by protocol);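 active means mean activation of at least 10% of the iron chelator positive control signal, with at least half of replicates also reaching 10%; inconclusive means mean and replicate majority disagree about reaching 10%; inactive means mean and most replicates under 10%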
TRPC6 inhibitor: inhibitors of mouse TRPC6 channel; Q61143; HEK293-TRPC6, membrane potential dye, ACh-evoked depolarization; active compounds read low; 310,000 compounds, 1.1% hits; B-score at 10 µM; AID 2553;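 active means B-score under library mean minus 3 SD, initial fluorescence not abnormally high, positive integrated signal ratio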;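 further: B-score derived from integrated fluorescence ratio over the kinetic read; more negative B-score means stronger inhibition of depolarization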
* hit, by the source's call; i = inactive; ? = inconclusive; . = no result given.

Results follow in this order: SKKanGAS inh, aSyn UTR inh, TRPC4 PAM, TRPC6 activator, TRPC4 act, KLF5 inhibitor, TRPC4 inh, MrgX1 antag, IEC-6 tox, HIF act, TRPC6 inhibitor
CCC(CC)C(=O)c1c[nH]c(C(=O)OC)c1
    3, -9, i, i, i, 11, i, i, 2, 1.8, i
COc1cc(NC(=O)CCc2c(C)nc3nc(C)nn3c2C)cc(OC)c1
    -1, 18, i, i, i, -23, i, i, -2, -0.3, i
Cc1ccc(C(=O)NC2CCN(CC(=O)NCc3cccs3)CC2)cc1
    3, -13, i, i, i, -16, i, i, -14, 1.0, i
CCn1c(=O)c2c3c(sc2n2c(=S)[nH]nc12)CCC3
    2, 0, i, i, i, -2, i, i, 0, -0.5, i
CCCCN(C(=O)c1cccc(S(=O)(=O)N2CCN(Cc3ccccc3)CC2)c1)c1ccccc1
    -4, 10, i, i, i, -52, i, -4.7*, -5, -0.8, i
O=C(CN(Cc1ccc(Cl)cc1)C(=O)CNS(=O)(=O)c1ccccc1)NCC1CCCO1 (stereo unspecified)
    -3, 0, i, i, i, 3, i, i, -2, -0.2, i
CCN(CC)S(=O)(=O)c1cc(-c2nnc(-c3ccc(Br)cc3)o2)ccc1Br
    8, -24, i, i, i, -28, i, i, -2, 0.3, i
CCC(=O)Nc1cccc(NC(=O)CSc2nnc(-c3ccc(NS(C)(=O)=O)cc3)n2C)c1
    -2, 7, i, i, i, -10, i, i, 2, 0.4, i
CCN(CC(=O)Nc1c(F)cccc1F)C(=O)CSCC(=O)Nc1ccc(OC)cc1
    0, 2, i, i, i, ., i, i, ., -29, i
CCNC(=O)Oc1ccc(-c2csnn2)cc1
    3, 12, i, i, i, -19, i, i, -4, -0.3, i
Cc1ccn2cc(CCNC(=O)C3CC=CCC3C(=O)O)nc2c1 (stereo unspecified)
    -3, -45, i, i, 202*, -26, i, i, 3, -0.2, i
CCSc1ccc([C@@H]2[C@@H]3C(=O)N(CC)C(=O)[C@@H]3[C@]3(C(=O)OC)CCCN23)cc1
    -1, -9, i, i, i, ., i, i, ., -0.1, i
Cc1cc(C(=O)CN2CCCC2)c(C)n1-c1ccc(Cl)cc1
    1, -9, i, i, i, 8, i, i, 1, -0.3, i
COc1cc(C(=O)NCc2cn3cccc(C)c3n2)cc(OC)c1OC
    -10, 24, i, i, i, -4, i, i, 0, -0.1, i
COc1cc2c(cc1OC)CN(Cc1ccc(C)s1)CC2
    -5, 3, i, i, i, -19, i, i, 1, -0.1, i
Oc1ccc(N=Cc2c(O)ccc3ccccc23)cc1
    -12, 19, i, i, i, -21, i, i, -3, -12, i
O=C(CCl)NNc1cccc(Cl)n1
    -2, ., i, i, i, -37, i, i, 0, ., i
CC(=O)Nc1cc2c(cc1C(C)=O)OCCO2
    -2, 24, i, i, i, 0, i, i, -6, -0.2, i
O=C(OCC(=O)N1CCc2ccccc21)c1ccccc1
    -3, 10, i, i, i, -30, i, i, 4, 0.4, i
O=C(N/N=C/c1ccc([N+](=O)[O-])o1)c1cn(-c2ccccc2)nc1-c1ccccc1
    22, -48, i, i, i, -5, i, i, 0, 0.4, i
Cc1ccccc1NC(=S)N(C)Cc1cn(C)c2ccccc12
    -4, 18, i, i, i, -1, i, i, -2, 0.2, i
O=C(CCNC(=O)c1ccco1)Nc1ccc(Cl)c(C(F)(F)F)c1
    -3, 12, i, i, i, -4, i, i, 4, -0.3, i
N=C1C(c2nc3ccccc3c(=O)[nH]2)=C(O)CN1CCO
    1, -1, i, i, i, -4, i, i, -1, -17, i
CC1CCN(C(=O)C2CCCN(S(=O)(=O)c3ccc4c(c3)CC(C)N4C(=O)C3CC3)C2)CC1 (stereo unspecified)
    1, 19, i, i, i, -2, i, i, 4, -0.2, i
CCOC(=O)C(CC)n1cnc2c(nnn2-c2cccc(OC)c2)c1=O (stereo unspecified)
    11, 6, i, i, i, -13, i, i, 6, 2.7, i
Cc1ccc(S(=O)(=O)C2(C(=O)N3CCCC(C)C3)CC2)cc1 (stereo unspecified)
    -4, 10, i, i, i, -22, i, i, -7, -0.1, i
Cc1ccc(C(=O)Cn2ncsc2=N)cc1
    1, -164, i, i, i, -103, i, i, 0, 2.8, i
COCc1[nH]c(=S)[nH]c(=O)c1C
    -6, 12, i, i, i, -5, i, i, 4, -0.3, i
CCOC(=O)c1c[nH]c(=S)n1C
    2, -1, i, i, i, 8, i, i, 4, 0.4, i
CCCCn1c(CN2CCN(c3ccc(F)cc3)CC2)nc2c1c(=O)n(C)c(=O)n2C
    -1, 1, i, i, i, 12, i, i, -3, 0.1, i
CCN(CC)c1ccc(C=N/C(C#N)=C(\N)C#N)cc1
    ?, -138, i, i, i, -63, i, i, 1, 1.5, i
O=C(O)CSC(C(=O)Nc1ccc(Br)cc1)c1ccccc1 (stereo unspecified)
    2, 4, i, i, i, -40, i, i, 0, -0.3, i
COc1ccc(C2N(c3ccc(Cl)cc3)C(=O)C3CCCN32)cc1 (stereo unspecified)
    7, -4, i, i, i, -24, i, i, 0, 0.9, i
Fc1ccc(NCc2ccccc2F)cc1Cl
    2, -13, i, i, i, -18, i, i, -6, 0.0, i
COc1cccc(C(=O)NC(=S)Nc2ccccc2N2CCCCC2)c1
    65*, 5, i, i, i, 11, i, i, 11, 0.6, i
CCN1C(=O)c2ccccc2S(=O)(=O)c2ccc(C(=O)N3CCOCC3)cc21
    -3, 7, i, i, i, -11, i, i, 7, -0.4, i
C/C(=C\c1cccc(Br)c1)C(=O)c1c(C)cc(C)[nH]c1=O
    -2, -37, i, i, i, -17, i, i, -4, 1.1, i
Cc1cccc(-c2ocnc2C(=O)Nc2ccccc2NC(=O)c2ccccn2)c1
    -1, 9, i, i, i, -12, i, i, 17, 0.2, i
Cc1ccc2nc3c(c(Nc4ccc(O)cc4)c2c1)CCC3
    -3, -35, i, i, i, -40, i, i, 8, -0.8, i
CCCCC(=O)NC(=S)NNC(=O)c1ccc(OC)cc1
    86*, 47, i, i, i, -13, i, i, 2, 0.5, i
Cc1cccc(OCC(=O)Nc2ccc(S(=O)(=O)Nc3cc(C)nc(C)n3)cc2)c1
    -1, 12, i, i, i, -17, i, i, -8, 0.4, i
C=C1CC(C(=O)N/N=C/c2ccccc2)C1
    -16, -51, i, i, i, -32, i, i, 2, 0.9, i
CC1=C(c2ccc(C)cc2)S(=O)(=O)N(CC(=O)O)C1=O
    4, -1, i, i, i, -4, i, i, 6, -0.2, i
Cc1ccc(-c2cc(C(=O)N3CCc4ccccc4C3)[nH]n2)cc1C
    15, -9, i, i, i, -44, i, i, -2, ., i
Cc1ccc(S(=O)(=O)C2(C(=O)NCCc3ccccc3)CC2)cc1
    0, 7, i, i, i, -21, i, i, -3, -1.6, i
C=C(C)C1CC=C(C)/C(=N/NC(=O)CNc2ccc(C)cc2C)C1 (stereo unspecified)
    -14, -24, i, i, i, 3, i, i, -4, 0.3, i
COc1ccccc1-c1nn2c(C(F)(F)F)nnc2s1
    -3, 6, i, i, i, -26, i, i, 0, 0.4, i
O=C(COC(=O)c1cccs1)NC12CC3CC(CC(C3)C1)C2
    -9, 12, i, i, i, 0, i, i, -2, -0.4, i
CCN(CC)S(=O)(=O)c1ccc(O)c(C(=O)OCC(=O)N2c3ccccc3CC2C)c1 (stereo unspecified)
    4, 2, i, i, i, -19, i, i, -4, 0.0, i
Cc1cc(C)c(NC(=O)CNC(=O)CN2C(=O)NC3(CCCc4ccccc43)C2=O)c(C)c1 (stereo unspecified)
    1, 0, i, i, i, ., i, i, ., 0.1, i
CCC(C)NC(=O)C1CCN(S(=O)(=O)c2ccc(OC)cc2)CC1 (stereo unspecified)
    -11, -5, i, i, i, -10, i, i, 0, -0.2, i
COc1ccccc1N1CCc2c(C)nc3c(OC)cccc3c21
    0, 25, i, i, i, -20, -6*, i, 11, -0.3, -6.5*
COc1cc2ccc(=O)oc2cc1OCC(O)C(C)(C)O (stereo unspecified)
    -2, -7, i, i, i, ., i, i, ., -0.1, i
COc1cccc(C(=O)N/N=C(/CCC(=O)O)c2ccccc2)c1
    1, -32, i, i, i, -7, i, i, 12, 0.5, i
CCOc1ccc(NC(=O)CN(C)C(=O)c2cc(-c3ccc(OC)cc3)nc3ccccc23)cc1OCC
    47, -29, i, i, i, ., i, i, ., 0.0, i
COc1cc(Cl)ccc1OCc1cc(C(=O)NC2CCc3ccccc32)no1 (stereo unspecified)
    15, 7, i, i, i, 5, i, i, 12, -0.2, i
Cc1nn(Cc2ccc([N+](=O)[O-])cc2)c(=O)n1N(C)c1ncc(C(F)(F)F)cc1Cl
    4, 6, i, i, i, -26, i, i, 1, -4.0, i
CCOC(=O)c1ccc(NC(=O)Oc2cc(C)c(Cl)cc2C(C)C)cc1
    6, -29, i, i, i, -19, i, i, 2, 1.3, -9.9*
CS(=O)(=O)N(CC(=O)Nc1cccc([N+](=O)[O-])c1)c1ccccc1F
    -5, -21, i, i, i, -37, i, i, -6, -0.5, i
Cc1ccc(C(=O)OCC(=O)c2ccc(Cl)s2)s1
    6, -12, i, i, i, -12, i, i, -7, 1.6, i
CCCS(=O)(=O)N1CCN=C1SCc1cccc(F)c1
    -1, -8, i, i, i, -19, i, i, -7, -0.4, i
CCc1cc(=O)oc2cc(C)cc(OCC(=O)NCc3ccccn3)c12
    8, 5, i, i, i, -6, i, i, 5, 0.6, i

Screens deposited in PubChem by several laboratories.

Not a hit list; about 5.8% have a hit in one of these screens.
